UBC13 polyUb: inhibitors of human UBC13 polyubiquitin chain formation; P61088; TR-FRET; inhibition, % at 20 µM; 330,000 tested, 0.47% active; AID 485273; in the data active = inhibition above about 45%, passing the limit was not always enough
Target sequence (P61088 whole entry, looked up): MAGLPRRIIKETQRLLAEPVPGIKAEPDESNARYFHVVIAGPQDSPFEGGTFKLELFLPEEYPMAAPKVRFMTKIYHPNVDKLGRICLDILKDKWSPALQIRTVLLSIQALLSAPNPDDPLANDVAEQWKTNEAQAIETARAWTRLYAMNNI
SENP1 FRET inh: blocks the human SENP1 SUMO protease catalytic domain | AID 624204 | 360,000 tested, 0.21% active | recombinant SENP1 catalytic domain, CyPet-SUMO1-YPet FRET cleavage | inhibition, % at 10 µM | Q9P0U3;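 active = inhibition at least 30% at 10 µM, raw YFP signal under a set limit, fluorescence ratio 0.5 to 1.5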;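 also: 0% = enzyme with DMSO and 100% = no enzyme wells; some results filed as inactive read as strong as hits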
Target sequence (Q9P0U3 419-644 limits assumed): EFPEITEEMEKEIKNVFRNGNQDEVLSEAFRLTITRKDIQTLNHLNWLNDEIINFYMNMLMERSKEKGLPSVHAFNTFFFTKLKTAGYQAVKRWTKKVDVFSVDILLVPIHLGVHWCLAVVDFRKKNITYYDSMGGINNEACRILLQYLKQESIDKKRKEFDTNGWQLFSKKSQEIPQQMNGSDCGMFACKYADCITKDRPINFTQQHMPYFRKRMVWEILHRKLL
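Controls: no-enzyme wells low, DMSO-plus-enzyme wells high control. Test system: human recombinant His6-tagged SENP1 catalytic domain enzyme. Reagent: SFCypet-SUMO1-SFYpet FRET protein substrate, 25 nM final. Doses: one dose per compound, 10 µM, 0.5% DMSO. Detection: FRET, CFP and YFP emission. Timing: 50 min reaction at room temperature.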
SENP8 block-1: inhibitors of human SENP8 protease; purified SENP8, Z-RLRGG-aminoluciferin cleavage, luminescence; inhibition, % at 10 µM; 330,000 tested, 1.2% active; AID 2540; in the data active = inhibition above about 50%
Target sequence (Q96LD8 whole entry, looked up): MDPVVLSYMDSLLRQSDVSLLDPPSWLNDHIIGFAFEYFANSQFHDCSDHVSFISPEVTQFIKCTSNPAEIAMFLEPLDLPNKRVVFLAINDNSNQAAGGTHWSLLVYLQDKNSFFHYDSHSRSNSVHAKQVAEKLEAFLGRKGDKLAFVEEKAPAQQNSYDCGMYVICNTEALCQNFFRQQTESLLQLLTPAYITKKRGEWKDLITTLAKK
SENP7 block: inhibitors of human SENP7 protease; recombinant SENP7, Z-RLRGG-aminoluciferin luminescence, 40 min; inhibition, % at 5 µM; 330,000 tested, 1.5% active; AID 434973;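 active = inhibition above about 50% at the single test dose, limit read from the data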;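 also: plate controls were DMSO with enzyme for no effect and no enzyme buffer wells for full effect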
Target sequence (Q9BQF6 706-1050 limits assumed): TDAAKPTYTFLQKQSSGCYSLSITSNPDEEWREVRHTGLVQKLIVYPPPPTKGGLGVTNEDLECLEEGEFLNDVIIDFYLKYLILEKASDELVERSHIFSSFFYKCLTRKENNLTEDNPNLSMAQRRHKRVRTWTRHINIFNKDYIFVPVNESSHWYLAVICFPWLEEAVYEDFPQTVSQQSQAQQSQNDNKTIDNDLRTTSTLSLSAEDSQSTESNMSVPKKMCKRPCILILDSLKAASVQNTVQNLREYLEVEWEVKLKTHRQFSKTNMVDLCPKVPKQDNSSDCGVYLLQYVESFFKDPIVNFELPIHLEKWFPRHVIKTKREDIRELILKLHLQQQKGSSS
APOBEC3G inh: APOBEC3G (human) deaminase inhibition | Q9HC16 | recombinant A3G, ssDNA deamination FAM/TAMRA fluorescence | inhibition, % at 20 µM | 330,000 tested, 0.28% active | AID 493012;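 active = inhibition of at least 40% at 20 µM, with no more than 30% in the related APOBEC3A deaminase screen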;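 also: plate controls were DMSO wells with A3G for no effect and wells lacking A3G enzyme for full effect; some compounds called inactive have numbers as strong as hits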
SENP6 inh: blocks the human protease SENP6; Recombinant SENP6 catalytic domain, aminoluciferin luminescence; inhibition, % at 10 µM; 330,000 tested, 1.8% active; AID 2599;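 active = inhibition above about 50% at the single tested dose, limit read from the data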;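 also: plate controls were DMSO wells with enzyme for no effect and DMSO wells lacking enzyme for full effect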
SENP8 block-2: SENP8 (human) protease inhibition | 360,000 tested, 0.64% active | AID 602440 | recombinant SENP8, Nedd8 substrate fluorescence | inhibition, % at 20 µM | Q96LD8; in the data active = inhibition mostly above about 40%, no sharp cut-off; inactive = mostly below about 27%
Apaf-1 inh: blocks human Apaf-1 apoptosome activity; O14727; reconstituted apoptosome caspase-3 activity, DEVD-Rh110 fluorescence; inhibition, % at 20 µM; 330,000 tested, 0.71% active; AID 489030; active = inhibition of at least 40% at 20 µM;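 also: plate controls were DMSO wells for no effect and DEVD-CHO caspase inhibitor wells for full effect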
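System – cell-free apoptosome with Apaf-1, procaspase-3 and caspase-9 · Buffer or medium – pH 7.5 Hepes buffer with CHAPS, BSA, DTT · Also added – cytochrome c with DEVD-Rh110 · Times – 30 min compound preincubation, 50 min activation, room temperature · Technique – Rh110 fluorescence intensity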
Active calls of the source: *; · = no result given; & = joins results of further samples.

SMILES	UBC13 polyUb	SENP1 FRET inh	SENP8 block-1	SENP7 block	APOBEC3G inh	SENP6 inh	SENP8 block-2	Apaf-1 inh
O=C(NCC(=O)N(c1ccccc1)C(C(=O)NC1CCCC1)c1ccncc1)c1ccco1 (configuration not stated)	-5	1	-5	-5	-3	-26	16	5
Cc1ccc(NC(=O)COc2ccccc2C(=O)NCCN(C)C)cc1	0	·	-6	-4	-2	-11	·	-7
O=C(COC(=O)c1ccco1)Nc1cccc(Br)c1	7	3	-8	9	0	-8	1	8
CCOc1ccc(N2CC(C(=O)NCc3ccccc3)CC2=O)cc1 (configuration not stated)	-17	-1	2	5	-3	-4	14	-6
Cc1nc(C(C)N(C)Cc2c(C(=O)N3CCCCC3)nc3c(C)cccn23)c(C)s1 (configuration not stated)	3	-1	-3	11	0	-6	-2	-3
O=C1CCC(C(=O)N2CCOCC2)CN1Cc1cccc(C(F)(F)F)c1 (configuration not stated)	10	0	-3	2	-7	-2	4	-5
COc1ccccc1NC(=O)CN1C(=O)CCS(=O)(=O)c2ccccc21	6	3	5	6	-3	5	15	-21
c1ccc(COc2ccc(OCCCN3CCCC3)cc2)cc1	2	2	6	10	0	7	22	2
CC1=C(C(=O)Nc2ccc(C(=O)N3CCN(c4ccccc4F)CC3)cc2)SCCO1	4	1	3	2	-8	-15	11	4
Cc1ccc2c(c1)N(C(=O)CCC(=O)NC1CCC(C)CC1)CCO2 (configuration not stated)	12	-1	-9	4	0	-8	14	16
O=[N+]([O-])c1ccc(N2CCN(c3ccc(O)cc3)CC2)c(Cl)c1	-7	0	2	7	8	1	26	12
CCOc1ccc(CNc2nnnn2C)cc1	-1	1	-5	-4	-5	0	6	-7
O=C(NCCn1cc(SCC(=O)N2CCOCC2)c2ccccc21)c1ccccc1	2	1	-4	3	2	-8	2	7
COc1cccc(-c2c(-c3cc(OC)cc(OC)c3)n(C)c3ccc(-c4cccc5[nH]ccc45)cc23)c1	-9	0	-9	-6	-8	-19	-487	9
O=C(c1ccccc1Br)N1CCn2c1nc1ccccc12	0	2	-1	8	-1	3	4	-3
COc1ccc(-c2nc3ccccc3nc2-c2ccc(OC)cc2)cc1	40	-92	-1	2	-9	-5	-306	15
O=C1c2cccc([N+](=O)[O-])c2C(=O)N1CCO	-23	-3	-7	-9	-7	-11	16	4
Cc1ccc(C(=O)N2CCCC(Nc3cccc(F)c3)C2)cc1N1CCNC1=O (configuration not stated)	2	1	4	-2	-4	-8	5	1
C=CCC1(CC=C)CCCN1C(=O)CC1C(=O)NCCN1Cc1cc(OC)cc(OC)c1 (configuration not stated)	1	-8	-3	-6	-12	3	-22	0
COC(=O)C1=C(C)NC(C)=C(C(=O)OC)C1C(=O)OC(C)C(=O)c1ccccc1 (configuration not stated)	4&-4	-1&1	7&-10	5&-5	-7&-9	5&-11	-222&-191	-14&6
CCOC(=O)c1sc(C)c2c1NC(C)(c1cccs1)NC2=O (configuration not stated)	20	1	-12	-13	-7	-15	-278	7
CCN(CC)S(=O)(=O)c1cccc(-c2nnc(SCC(=O)NC)n2CCc2ccccc2)c1	3	0	-3	-2	-1	5	28	3
O=C(NCc1ccccn1)C1CCCN(S(=O)(=O)c2cccc3nsnc23)C1 (configuration not stated)	0	3	1	-1	4	2	20	-1
CCOC(=O)N1CCC(NC(=O)CN2C(=O)COc3ccc(C(C)(C)C)cc32)CC1	-14	1	1	-10	-4	2	9	9
COc1ccc(C(=O)C(c2ccccc2)N2CCOCC2)cc1 (configuration not stated)	-4	-2	1	-3	3	-11	20	-1
More records
SMILES	UBC13 polyUb	SENP1 FRET inh	SENP8 block-1	SENP7 block	APOBEC3G inh	SENP6 inh	SENP8 block-2	Apaf-1 inh
Nc1nnc(SCc2ccc3c(c2)OCO3)s1	-4	4	-14	-15	-6	-8	7	8
CCOc1cc(/C=C/C(=O)OCC(=O)NCC2CCCO2)cc(Cl)c1OC (configuration not stated)	-1	1	8	15	2	9	-84	8
CC1CC2(CCCC2)N(C(=O)N(C)C)c2ccc(F)cc21 (configuration not stated)	4	-1	-6	1	-6	-40	4	2
Cc1cc(C)n2nc[n+](C)c2n1	-11	0	-3	-6	22	-22	11	5
Cc1oc(-c2ccccc2Cl)nc1CS(=O)CC(=O)NCc1ccco1 (configuration not stated)	2	0	-1	3	-9	-6	8	-11
Cc1c(NS(=O)(=O)c2ccc(N3CCCCC3)c([N+](=O)[O-])c2)c(=O)n(-c2ccccc2)n1C	0	2	8	27	4	15	18	9
COc1ccccc1C(=O)Nc1cc2ccccc2oc1=O	10	3	-7	44	-7	12	-377	-6
Cc1c(NS(=O)(=O)c2cc(C(=O)NCC3CCCO3)cc(Cl)c2Cl)c(=O)n(-c2ccccc2)n1C (configuration not stated)	-1	1	-4	-6	-2	-5	-2	3
C=CCn1c(Cc2c[nH]c3ccccc23)n[nH]c1=S	8	3	5	-2	28	-4	6	-12
Cc1cccc(C(=O)NCCc2ccc(S(N)(=O)=O)cc2)c1[N+](=O)[O-]	2	2	3	2	-2	11	16	-14
CC1(C)CCCC2=C1CC1C(=O)N(c3ccccc3)C(=O)C1C2 (configuration not stated)	1	0	-4	10	1	-9	16	5
COc1ccc([N+](=O)[O-])cc1C1NN=C(c2ccccc2O)S1 (configuration not stated)	2	3	-4	3	-5	2	14	-3
COC(=O)c1ccc(OC(=O)CN2C(=O)c3ccccc3C2=O)cc1	2	1	-12	-4	-5	-2	15	0
CCOCCCNC(=O)c1cccs1	10	1	6	-2	0	-4	-17	-8
O=C(NCc1ccc2c(c1)OCO2)C1CCN(S(=O)(=O)c2ccc(F)cc2)CC1	2	1	-3	-5	-5	-4	3	1
Cc1cc2oc(=O)cc(CN3CCOCC3)c2cc1Cl	0	-1	-3	-7	-1	5	7	1
COC(=O)c1cccc(NC(=O)Nc2ccc(Cl)c(Cl)c2)c1	6	0	-24	-7	3	4	4	6
CCCN(CC(=O)Nc1ccccc1C)C(=O)C1CC(=O)N(c2ccc(C)cc2)C1 (configuration not stated)	6	0	13	-17	-5	9	21	-4
Cc1nc2sc(-c3ccccc3)cc2c(=O)n1N	-5	0	96*	99*	-3	95*	-58	-13
Cc1cc(C)c2c(=O)[nH]c(SCC(=O)NCc3ccccc3)nc2n1	2	2	1	8	-6	-25	-44	-13
C#CCOCCOCCOCCNc1nc(N2CCN(C(=O)CCCCCCCCCCNC(=O)[C@H](CCCCN)n3cc(C)nn3)CC2)nc(N2CCN(C(=O)CCCCCCCCCCNC(=O)[C@@H]([C@H](C)O)n3cc(C)nn3)CC2)n1	117*	2	1	6	-10	-20	21	54*
O=C(NCc1ccco1)C(c1ccccc1)N(Cc1cccnc1)C(=O)Cn1nnc2ccccc21 (configuration not stated)	1	-1	-10	8	-6	-18	12	-4
CC(C)c1ccc(NC(=O)COC(=O)CCC(=O)c2cccs2)cc1	7	2	-8	2	-2	-20	10	0
CCNC(=O)CN(c1ccc(Oc2ccccc2)cc1)S(=O)(=O)c1ccccc1	-1	-1	10	-2	-4	-2	4	10
O=C(Nc1cnc2ccccc2c1)c1cccnc1	6	4	-6	-1	-6	13	-1	2

13 of the compounds above, as a markdown table:
| SMILES | UBC13 polyUb | SENP1 FRET inh | SENP8 block-1 | SENP7 block | APOBEC3G inh | SENP6 inh | SENP8 block-2 | Apaf-1 inh |
| --- | --- | --- | --- | --- | --- | --- | --- | --- |
| O=C(NCC(=O)N(c1ccccc1)C(C(=O)NC1CCCC1)c1ccncc1)c1ccco1 (configuration not stated) | -5 | 1 | -5 | -5 | -3 | -26 | 16 | 5 |
| Cc1ccc(NC(=O)COc2ccccc2C(=O)NCCN(C)C)cc1 | 0 | · | -6 | -4 | -2 | -11 | · | -7 |
| O=C(COC(=O)c1ccco1)Nc1cccc(Br)c1 | 7 | 3 | -8 | 9 | 0 | -8 | 1 | 8 |
| CCOc1ccc(N2CC(C(=O)NCc3ccccc3)CC2=O)cc1 (configuration not stated) | -17 | -1 | 2 | 5 | -3 | -4 | 14 | -6 |
| Cc1nc(C(C)N(C)Cc2c(C(=O)N3CCCCC3)nc3c(C)cccn23)c(C)s1 (configuration not stated) | 3 | -1 | -3 | 11 | 0 | -6 | -2 | -3 |
| O=C1CCC(C(=O)N2CCOCC2)CN1Cc1cccc(C(F)(F)F)c1 (configuration not stated) | 10 | 0 | -3 | 2 | -7 | -2 | 4 | -5 |
| COc1ccccc1NC(=O)CN1C(=O)CCS(=O)(=O)c2ccccc21 | 6 | 3 | 5 | 6 | -3 | 5 | 15 | -21 |
| c1ccc(COc2ccc(OCCCN3CCCC3)cc2)cc1 | 2 | 2 | 6 | 10 | 0 | 7 | 22 | 2 |
| CC1=C(C(=O)Nc2ccc(C(=O)N3CCN(c4ccccc4F)CC3)cc2)SCCO1 | 4 | 1 | 3 | 2 | -8 | -15 | 11 | 4 |
| Cc1ccc2c(c1)N(C(=O)CCC(=O)NC1CCC(C)CC1)CCO2 (configuration not stated) | 12 | -1 | -9 | 4 | 0 | -8 | 14 | 16 |
| O=[N+]([O-])c1ccc(N2CCN(c3ccc(O)cc3)CC2)c(Cl)c1 | -7 | 0 | 2 | 7 | 8 | 1 | 26 | 12 |
| CCOc1ccc(CNc2nnnn2C)cc1 | -1 | 1 | -5 | -4 | -5 | 0 | 6 | -7 |
| O=C(NCCn1cc(SCC(=O)N2CCOCC2)c2ccccc21)c1ccccc1 | 2 | 1 | -4 | 3 | 2 | -8 | 2 | 7 |

New compounds follow:
SMILES	UBC13 polyUb	SENP1 FRET inh	SENP8 block-1	SENP7 block	APOBEC3G inh	SENP6 inh	SENP8 block-2	Apaf-1 inh
CCOc1ccc(N(CC(=O)N2CCN(c3ccc(F)cc3)CC2)S(=O)(=O)c2c(C)noc2C)cc1	-1	0	-4	3	1	-8	10	16
CCN(CC)C(=O)[C@]1(c2ccccc2)C[C@@H]1CN	8	·	8	3	-9	-12	·	-6
CCOc1ccc(N(C)S(=O)(=O)c2ccc3[nH]cc(C(=O)NCC4CCCO4)c(=O)c3c2)cc1 (configuration not stated)	5	-1	-1	-7	-5	-22	-12	6
CN(C)c1ccc(C(=O)OCc2ccc(Br)cc2)cc1	-6	0	-3	3	1	-22	2	12
O=C(NC1CC2CCC1C2)C1CCN(S(=O)(=O)c2ccc(-c3nn[nH]n3)cc2)CC1 (configuration not stated)	-4	-3	-2	-2	-2	-9	24	2
S=C(NC1CCCCC1)N1CCOCC1	6	2	-2	4	-11	-11	8	-17
COc1ccc(C)cc1NC(=O)CN(C)C1CCCCC1	2	1	2	-6	-17	-25	16	6
COc1ccccc1/C=C/C(=O)NCC(=O)N/N=C(\CCC(=O)O)c1ccccc1	6	1	4	0	-8	2	-104	-15
Cn1ncc2c(=O)[nH]cnc21	14	4	-5	4	-6	12	11	-1
COc1ccccc1NC(=S)N(Cc1cccs1)C1CCCC1	0	2	-3	11	-4	-6	20	12
COc1cccc(C(=O)OCCN2C(=O)c3ccccc3C2=O)c1OC	-1	0	-3	4	-2	-12	32	13
COc1ccc(NC(=O)CN(C)C(=O)C2CC(=O)N(Cc3ccc(C)cc3)C2)cc1 (configuration not stated)	1	1	-6	3	-7	-9	10	8

Source: PubChem
